# High-throughput results deposited in PubChem by several laboratories.
# HSP90 refold inh – HSP90 refolding inhibition in rabbit reticulocyte lysate; hit rate 0.91% among 290,000; AID 1789; inhibition, % at 5.6 µM; luciferase refolding luminescence, 3 h;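 active = inhibition above the screen-wide mean plus 3 SD, computed separately per campaign, cut at about 16% in these data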;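 also: 0% = DMSO wells and 100% = 60 µM geldanamycin wells; inhibitors lower the luminescence because luciferase stays unfolded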
# AI-2 QS mod – Vibrio harveyi AI-2 quorum sensing modulation; Vibrio harveyi JMH597 AI-2 luminescence/OD600 ratio, 9 h; hits give low values; strain lacks LuxN and CqsS sensors; 0 = neutral-control median; activity change, % at 7.5 µM; hit rate 0.4% among 300,000; AID 2094; in the data active = activity change below about -75%, passing the limit was not always enough;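 also: luminescence divided by OD600 gain over 9 h not by final OD600 alone; inactives centre near 13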
# aSyn 5UTR inh – MLPCN primary screen, SNCA 5' untranslated region; hit rate 0.82% among 300,000; alpha-synuclein 5'UTR reporter, inhibitor activity; AID 1813; inhibition, % (tested at 7.5 µM); in the data active = inhibition above about 60%;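 also: H4 neuroglioblastoma cells stably carrying SNCA 5'UTR luciferase fusion; 0% = DMSO wells and 100% = positive control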
# HSF1 inhib – HSF1 inhibition | NIH3T3-HGL HSE-luciferase, MG132-induced, luminescence 8 h; hits give low values | activity change, negative = inhibition, % at 7.5 µM (by protocol) | hit rate 0.77% among 300,000;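 active = more than half of replicate wells show activity change below -50%, luminescence cut by over half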;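 also: luciferase reports HSF-1 transcriptional activity via heat shock element; 0% = median of DMSO wells and -100% = zero luminescence signal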
# PolyA inhibitor – inhibitors of polyadenylation in S. cerevisiae. S. cerevisiae SKY197-pL101 polyadenylation reporter, beta-gal luminescence; efflux-impaired pdr1/pdr3 knockout yeast; score 100 = 6 SD above DMSO. AID 1875. hit rate 0.02% among 300,000. calls only at 12 µM;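 active = lowest replicate activity score at least 50, where 100 means six control SD above control mean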;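 also: yeast exposed to compound for 9 h at 30 °C; higher score means more reporter readthrough which indicates perturbed polyadenylation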
# KLF5 inh – suppresses KLF5 promoter-driven expression. DLD-1 KLF5 promoter-luciferase reporter, luminescence. inhibition, % at 5 µM. hit rate 0.23% among 290,000;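 active = inhibition above a per-plate limit of that plate's mean compound inhibition plus 3 SD, cut at about 60% in these data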;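 also: 0% = DMSO wells and 100% = LY294002 at 200 µM; higher means less KLF5 promoter-driven luciferase light; inactives centre near -14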
# GSK3beta inhib – blocks human GSK3beta kinase activity | P49841 | hit rate 0.038% among 300,000 | activity score (negative = inhibition), % at 10 µM | AID 2097 | GST-GSK3beta kinase, ADP-Glo luminescence, 60 min; hits give low values;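 active = more than half of replicate wells score below -50%, meaning over 50% inhibition versus plate controls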;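 also: 0% = median DMSO wells and -100% = median GW8510 positive control wells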
# Target sequence (P49841 whole entry, looked up): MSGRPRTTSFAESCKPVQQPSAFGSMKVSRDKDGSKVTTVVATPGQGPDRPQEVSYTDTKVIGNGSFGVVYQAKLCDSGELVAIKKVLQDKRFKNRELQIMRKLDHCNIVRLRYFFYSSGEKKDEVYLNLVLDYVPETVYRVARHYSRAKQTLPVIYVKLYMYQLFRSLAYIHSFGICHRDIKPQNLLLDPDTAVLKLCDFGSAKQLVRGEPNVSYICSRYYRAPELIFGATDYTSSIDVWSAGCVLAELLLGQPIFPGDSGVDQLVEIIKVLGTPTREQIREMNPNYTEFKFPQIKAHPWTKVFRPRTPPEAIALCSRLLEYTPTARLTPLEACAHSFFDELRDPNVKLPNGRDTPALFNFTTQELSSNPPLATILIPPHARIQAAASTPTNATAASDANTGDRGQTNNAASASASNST
#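 Test system – GST-tagged human GSK3beta kinase, cell-free · Incubation – 60 min enzyme reaction, room temperature · Signal – ADP-Glo luminescence · Also added – peptide substrate and ATP at 25 µM · Controls – DMSO neutral wells and GW8510 at 20 µM as positive · Buffer or medium – Tris/MgCl2 kinase buffer · Measure – Luminescence-derived activity versus plate DMSO and GW8510 wells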
# GSK3 alpha inh – blocks human GSK-3 alpha kinase; hit rate 0.1% among 320,000; inhibition, % at 10 µM; P49840; ADP-Glo luminescence, 60 min; AID 2650;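 in the data active = inhibition above about 50%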;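 also: GST-tagged GSK-3 alpha with peptide substrate and 25 µM ATP; 0% = DMSO neutral wells and 100% = GW8510 positive control wells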
# Target sequence (P49840 whole entry, looked up): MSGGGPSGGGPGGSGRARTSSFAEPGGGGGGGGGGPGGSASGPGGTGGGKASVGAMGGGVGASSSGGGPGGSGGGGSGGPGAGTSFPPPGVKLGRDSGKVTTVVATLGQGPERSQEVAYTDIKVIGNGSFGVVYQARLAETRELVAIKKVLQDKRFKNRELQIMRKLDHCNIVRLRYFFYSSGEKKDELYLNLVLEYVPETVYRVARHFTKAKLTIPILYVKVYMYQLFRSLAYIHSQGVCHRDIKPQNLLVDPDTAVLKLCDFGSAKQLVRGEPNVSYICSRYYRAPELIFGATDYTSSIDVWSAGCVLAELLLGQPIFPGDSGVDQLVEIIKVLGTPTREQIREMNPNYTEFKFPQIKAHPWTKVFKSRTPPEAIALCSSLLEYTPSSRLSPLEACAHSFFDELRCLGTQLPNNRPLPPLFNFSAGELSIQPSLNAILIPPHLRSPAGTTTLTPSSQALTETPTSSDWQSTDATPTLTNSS
# HSF-1 act – increases HSF-1 driven luciferase reporter signal; NIH3T3-HGL HSF-1 luciferase reporter, MG132, 8 h; 100% = twice DMSO control signal; activation, % at 9 µM; hit rate 1.7% among 300,000; AID 504408;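 active = mean replicate activation of at least 50% with a set share of replicates each reaching 50%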;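 also: 0% = median of the neutral control wells and 100% = twice that signal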
# IEC-6 cytotox – IEC-6 cytotoxicity, counter-screen for KLF5 inhibitors; luminescence viability; inhibition, % at 5 µM; hit rate 0.78% among 290,000; in the data active = inhibition above about 22%;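 also: 0% = plate median of test compound wells and 100% = cytotoxic reference compound wells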
# Numbers without * were called inactive; i = inactive; . = no result given.
SMILES,HSP90 refold inh,AI-2 QS mod,aSyn 5UTR inh,HSF1 inhib,PolyA inhibitor,KLF5 inh,GSK3beta inhib,GSK3 alpha inh,HSF-1 act,IEC-6 cytotox
CS(=O)(=O)Nc1ccc(C(=O)Nc2cccc([N+](=O)[O-])c2)cc1,4,30,-12,2,i,-31,1,0,1,4
c1coc(CNc2nc(-c3cccs3)cs2)c1,18*,1,107*,6,i,-54,1,2,12,3
O=C(Cn1nc(-c2ccco2)ccc1=O)Nc1cc(C(F)(F)F)ccc1Cl,12,12,6,15,i,-17,1,0,17,-6
Cc1ccc(NC(=S)NC(CO)C(O)c2ccc([N+](=O)[O-])cc2)cc1 (stereo unspecified),0,-1,19,5,i,-6,2,2,-6,6
COc1ccc(C(=O)CCC(=O)O)c(C)c1,1,11,19,0,i,-5,2,.,-6,-1
O=C(Cc1csc(-c2cccc(Cl)c2)n1)Nc1cccc(S(=O)(=O)NC2=NCCC2)c1,.,20,-11,23,i,.,-1,0,22,.
COc1ccc(NC(=O)NNC(=O)c2ccc(-c3ccccc3)cc2)cc1,-4,22,1,-7,i,-15,1,-2,-16,0
O=C(Nc1nnc(-c2ccc(Cl)cc2)o1)NC1CCCCC1,0,6,-54,2,i,-26,0,2,6,0
CC1CCC(NC(=O)c2cccc(S(=O)(=O)N3CCN(C)CC3)c2)CC1 (stereo unspecified),.,18,-56,2,i,.,3,-1,3,.
COc1ccc(-c2[nH]ncc2-c2cnc(C)s2)c(O)c1,1,13,8,-9,i,-27,-2,3,11,-2
COc1ccccc1N1CCN(S(=O)(=O)c2ccc3c4c(cccc24)C(=O)N3C)CC1,-1,7,13,-2,i,-3,0,.,-3,-1
COCC(=O)OCn1nnc2ccccc2c1=O,-1,15,-7,-18,i,-13,0,0,-13,-1
COc1ccc(CN(C(C)=O)c2ccccc2C(=O)O)cc1,3,5,-6,-6,i,-23,3,-6,-4,-4
CC(C)(C)C(=O)N(Cc1ccccc1)c1ccccn1,-1,6,-6,5,i,-33,3,-2,-11,0
O=C(CCc1nc2sc3c(c2c(=O)[nH]1)CCCC3)Nc1cccc(Cl)c1,.,9,1,11,i,.,0,-4,29,.
Cc1cc(C)nc(N(C#N)CC(=O)N(c2ccccc2)C(C)C)n1,1,-5,-9,7,i,-5,-2,.,8,1
Cc1cc(C)nc(N(C#N)CC(=O)N2CCC(C(N)=O)CC2)n1,-2,26,14,3,i,-3,-6,1,-3,-3
Cc1ccc2oc(C(=O)NCc3ccc(S(N)(=O)=O)cc3)cc(=O)c2c1,-1,31,-5,-5,i,-46,-5,-2,-1,-13
Cc1ccc(N2CCN(S(=O)(=O)c3ccc(F)c(C)c3)CC2)c(C)c1,0,19,18,6,i,-36,4,-2,-11,-2
COc1cccc(C(=O)NCc2ccc3c(c2)cc(C)n3C)c1,3,17,16,5,i,-21,-2,0,5,-2
O=C(CCS(=O)(=O)c1ccc(Cl)cc1)Nc1nnc(-c2ccco2)o1,.,27,-8,2,i,.,0,-1,-2,.
Cc1nc(-c2ccccc2)cc(=O)[nH]1,1,25,21,-4,i,-16,0,1,15,-3
Cc1ccc(/C=C/C2=NN(Cc3ccc(Cl)c(Cl)c3)C(=O)CC2)cc1,2,3,15,7,i,-40,0,-3,7,-4
Cc1ccc(C(=O)C2=C(O)C(=O)N(Cc3cccnc3)C2c2ccc(Br)cc2)o1 (stereo unspecified),-5,22,-5,-2,i,-20,-2,-1,-13,-3
CN(C)c1ccc(CN2CCCCC2)cc1,1,4,-15,1,i,-9,0,33,14,7
CC1CCCC(NC(=O)COC(=O)c2ccccc2[N+](=O)[O-])C1C (stereo unspecified),1,6,-27,12,i,-65,0,-3,32,7
COC(=O)c1ccc(NC(=O)c2cc(Cl)ccc2OC)cc1,-4,40,-36,4,i,-33,-1,-2,8,1
Cc1ccc(CNC(=O)c2ccc(N3CCC4(CC3)CC(c3cccc(Br)c3)=NO4)c(NC(=O)c3ccco3)c2)cc1,.,14,14,-4,i,.,-3,-6,1,.
COC(=O)N/N=C/c1ccccc1,3,24,-13,-7,i,15,2,-3,2,6
Cc1nc(NC(=O)c2ccc(OCC(C)C)cc2)sc1Cc1ccc2c(c1)OCO2,32*,7,-85,-14,i,-9,3,-2,-22,6
O=C(CCc1nnc2ccc(NCc3ccco3)nn12)Nc1ccccn1,-4,33,-3,0,i,-28,-2,13,-7,-7
CCc1cccc(CC)c1NC(=O)COC(=O)CC1c2ccccc2CCN1S(=O)(=O)c1ccc(F)cc1 (stereo unspecified),2,7,23,31,i,-3,3,0,62*,5
COc1cccc(OCC(O)CNC(=O)c2oc3c(C)c(C)ccc3c2C)c1 (stereo unspecified),1,10,14,1,i,-6,-2,-4,5,5
CCOC(=O)C1CCCN(C/C=C/c2ccccc2[N+](=O)[O-])C1 (stereo unspecified),-4,2,16,1,i,-10,-1,-3,5,-2
OCCN1C[C@H](O)[C@@H](O)[C@H](O)[C@H]1CO,1,-7,-22,-5,i,1,5,-3,-4,1
CCOc1cc(/C=N/NC(=O)c2cc(C3CC3)[nH]n2)ccc1O,-4,21,-11,0,i,-13,0,3,-9,-2
CCOC(=O)Cc1nc2ccccc2[nH]1,-1,17,-6,5,i,-29,-1,-1,-6,-2
Cc1cc2c(cc(C(=O)OC(C(=O)NCC3CCCO3)C(C)C)n2C)o1 (stereo unspecified),0,5,22,-3,i,-3,4,-3,-12,3
CC(C)c1ccc(CN(C(=O)c2cccs2)C2CCS(=O)(=O)C2)cc1 (stereo unspecified),10,-16,-5,1,i,-2,0,-2,15,4
O=C(CN(C(=O)c1csnn1)c1cccc2ccccc12)NC1CCCC1,1,-1,10,1,i,-9,3,1,4,4
C=CCSc1nc2ccccc2n1S(=O)(=O)c1ccc(C)cc1,-1,.,.,.,.,-7,.,0,.,1
CSc1nc(C)cc(OCNC(=O)c2cccs2)n1,-2,16,21,-8,i,-28,1,3,-22,0
Cc1ccccc1-n1nc2c(c1NC(=O)/C=C\c1ccc3c(c1)OCO3)CSC2,2,0,34,-8,i,-21,3,1,-9,3
O=C(Cc1ccc(-c2ccccc2)cc1)NCCN1CCOCC1,7,5,11,1,.,-9,0,-1,-8,5
O=C(C1CCCN(S(=O)(=O)c2cccc3nsnc23)C1)N1CCN(c2ccccn2)CC1 (stereo unspecified),5,16,0,-2,i,-17,0,1,-4,1
CCS(=O)(=O)N1CCCC(C(=O)NCCc2ccccc2)C1 (stereo unspecified),0,15,29,-4,i,-13,0,4,-6,-4
O=C(Cc1cc(=O)oc2cc(O)ccc12)NCC1CCC(C(=O)O)CC1 (stereo unspecified),-1,30,3,-1,i,-15,5,-2,6,-2
CCOC(=O)/C(C(=O)Nc1ccccc1Cl)=C1/NC(C)(C)Cc2ccccc21,-2,9,-12,-2,i,-16,2,-2,-5,-4
CCCN(CCC)C(=O)c1ccc2c(=O)n(Cc3ccco3)c(=S)[nH]c2c1,3,10,32,6,i,15,1,0,1,5
COC(=O)[C@@H]1C[C@@]2(O)[C@H](O)[C@H](O)[C@H](O)C[C@H]2N1C/C=C/c1ccccc1,.,-2,5,4,i,.,1,-3,2,.
CCc1ccc(C(=O)COC(=O)c2cccc(N3C(=O)c4c(C)nc5ccccc5c4C3=O)c2)cc1,-1,6,43,0,i,-4,1,0,14,4
CCOc1ccc(N=C2SC(C(=O)Nc3ccccc3C#N)C(N)=C2C(=O)Nc2ccc(Cl)cc2)cc1 (stereo unspecified),9,38,7,-2,i,6,-5,-3,-3,-5
COc1cccc(CN2C(=O)C(C)Oc3ccccc32)c1 (stereo unspecified),0,7,40,2,i,-1,-1,0,2,3
O=S(=O)(c1ccc(Cl)cc1)N1CCN(C2CCCCCC2)CC1,-2,15,6,-4,i,-29,0,0,2,-6
NS(=O)(=O)c1cccc(NC(=O)COC(=O)C2CCN(S(=O)(=O)c3cccs3)CC2)c1,-1,28,-2,-2,i,-11,-2,-1,-22,-4
Cc1ccc(N2CC(C(=O)N3CCCCC3)CC2=O)cc1C (stereo unspecified),1,22,0,1,i,-25,-3,-2,-3,-4
Cc1ccc(CN2CCN(/N=C/c3cc(Br)cc(Br)c3O)CC2)c(C)c1,-1,8,9,2,i,13,-8,-6,-2,-1

# Looked up by compound from the list above (2):
SMILES,HSP90 refold inh,AI-2 QS mod,aSyn 5UTR inh,HSF1 inhib,PolyA inhibitor,KLF5 inh,GSK3beta inhib,GSK3 alpha inh,HSF-1 act,IEC-6 cytotox
COC(=O)[C@@H]1C[C@@]2(O)[C@H](O)[C@H](O)[C@H](O)C[C@H]2N1C/C=C/c1ccccc1,.,-2,5,4,i,.,1,-3,2,.
Cc1ccc(CN2CCN(/N=C/c3cc(Br)cc(Br)c3O)CC2)c(C)c1,-1,8,9,2,i,13,-8,-6,-2,-1

# Compounds above that contain a nitro group on carbon:
SMILES,HSP90 refold inh,AI-2 QS mod,aSyn 5UTR inh,HSF1 inhib,PolyA inhibitor,KLF5 inh,GSK3beta inhib,GSK3 alpha inh,HSF-1 act,IEC-6 cytotox
CS(=O)(=O)Nc1ccc(C(=O)Nc2cccc([N+](=O)[O-])c2)cc1,4,30,-12,2,i,-31,1,0,1,4
Cc1ccc(NC(=S)NC(CO)C(O)c2ccc([N+](=O)[O-])cc2)cc1 (stereo unspecified),0,-1,19,5,i,-6,2,2,-6,6
CC1CCCC(NC(=O)COC(=O)c2ccccc2[N+](=O)[O-])C1C (stereo unspecified),1,6,-27,12,i,-65,0,-3,32,7
CCOC(=O)C1CCCN(C/C=C/c2ccccc2[N+](=O)[O-])C1 (stereo unspecified),-4,2,16,1,i,-10,-1,-3,5,-2

# These rows are one share of the data; the hit share may differ from the screen's.
